KOR beta-arrestin-1: kappa opioid receptor blockers – cell-based, luminescence, uHTS (AID 1778). inhibition, % at 10 µM, or IC50 in µM where a hit was titrated. hit rate 0.091% among 290,000. KOR beta-arrestin recruitment, luminescence, antagonist mode; higher % means a stronger effect; in the data active = inhibition above about 50%; also: strong numbers were not always called active
GPR55 antagonists: GPR55 antagonists blocking LPI-driven arrestin recruitment, primary screen, imaging, U2OS, beta-arrestin-GFP, LPI agonist (AID 2013); U2OS GPR55 beta-arrestin-GFP translocation imaging, LPI antagonism; higher % means a stronger effect; one-dose inhibition, % at 10 µM; IC50 in µM for titrated hits; hit rate 0.13% among 290,000;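 active = spots per cell inhibited over 60%, with over 100 cells counted and total cytoplasm intensity under 500,000; inconclusive = wells with under 100 cells, flagged as likely toxic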;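 also: U2OS cells stably carrying GPR55 and arrestin-GFP stimulated by 5 µM LPI near EC80; imaged beta-arrestin-GFP aggregate spots per cell after agonist stimulation; plate controls were LPI-stimulated DMSO wells for no effect and DMSO wells without LPI for full effect; some results filed as inactive read as strong as hits; confirmed hits need IC50 under 10 µM and bright autofluorescent wells are also inconclusive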
GPR35 arrestin U2OS: GPR35 antagonists blocking zaprinast-driven arrestin recruitment, primary screen, imaging, U2OS, beta-arrestin-GFP, zaprinast agonist (AID 2058). inhibition, % at 10 µM, or IC50 in µM where a hit was titrated. U2OS GPR35 beta-arrestin-GFP translocation imaging, zaprinast antagonism; higher % means a stronger effect. hit rate 0.052% among 290,000;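 active = inhibition of at least 50% with at least 30 cells and total cytoplasm GFP at most 10,000,000; inconclusive = under 30 cells or total GFP of 10,000,000 plus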
AID2073: disruptors of CaV2.2 binding to Mint1 – biochemical, HTRF (AID 2073); hit rate 0.19% among 290,000; inhibition, % at 20 µM; hits with a dose series show IC50 in µM; HTRF protein-protein interaction, Mint1-CaV2.2; higher % means a stronger effect; in the data active = inhibition mostly above about 51%, no sharp cut-off; inconclusive = no clear call, values can overlap the other calls; inactive = mostly below about 53%; also: some results filed as inactive read as strong as hits
SIAH1 antagonists: blockers of Siah-1 interaction with plectin peptide – biochemical, fluorescence polarization, rhodamine-plectin, uHTS, primary screen (AID 1817); displacement, % at 20 µM, or IC50 in µM where a hit was titrated; hit rate 0.02% among 290,000; Siah-1 / rhodamine-plectin peptide fluorescence polarization; higher % means a stronger effect;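 active = displacement of at least 50% at 20 µM, with a fluorescence ratio check between 0.3 and a set limit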;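 also: plate controls were Siah plus tracer with DMSO for no effect and tracer alone without Siah for full effect; strong numbers were not always called active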
GPR55 beta-arrestin: selective activators of receptor GPR55 – imaging, U2OS cells, beta-arrestin-GFP redistribution, primary screen (AID 1961) | U2OS GPR55 beta-arrestin-GFP redistribution imaging; higher % means a stronger effect | activation, % at 10 µM, or EC50 in µM where a hit was titrated | hit rate 0.048% among 290,000;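 active = activation above 40% with more than 50 cells counted in the well; inconclusive = wells holding fewer than 50 cells, flagged as toxic or sparse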;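 also: U2OS osteosarcoma cells stably expressing GPR55 and beta-arrestin-GFP; plate controls were DMSO negative control for no effect and LPI positive control for full effect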
NOD1 NF-kB reporter: inhibition of NOD1-driven NF-kB reporter – cell-based, luminescence, uHTS, primary screen (AID 1578); NOD1-driven NF-kB luciferase reporter cells, luminescence; higher % means a stronger effect; inhibition, % at 4 µM, or EC50 in µM where a hit was titrated; hit rate 1% among 290,000; in the data active = inhibition mostly above about 36%, no sharp cut-off; inactive = mostly below about 34%;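 also: HEK-293T reporter cells stimulated with the NOD1 agonist gamma-tri-DAP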
HIV peptide binding: inhibitors of HIV fusion peptide binding, primary screen, biochemical, uHTS, fluorescence dequenching (AID 1986); cell-free peptide binding, fluorescence dequenching, 30 min; higher % means a stronger effect; inhibition, % at 20 µM, or IC50 in µM where a hit was titrated; hit rate 0.3% among 290,000; in the data active = inhibition mostly above about 52%, no sharp cut-off; inactive = mostly below about 76%; also: some results filed as inactive read as strong as hits
KOR beta-arrestin-2: KOR agonists, beta-arrestin recruitment, primary screen, cell-based, luminescence, uHTS (AID 1777). KOR beta-arrestin recruitment, luminescence; higher % means a stronger effect. activation, % at 10 µM, or EC50 in µM where a hit was titrated. hit rate 0.02% among 280,000; in the data active = activation above about 50%, passing the limit was not always enough; also: a part of the inactive calls stands beside numbers as strong as those of hits
* marks the source's active call; other numbers are inactive results; ? = inconclusive; . = no result given; [ ] = remark or other dose. The list is partial; count on the stated rates, not on these rows.

SMILES	KOR beta-arrestin-1	GPR55 antagonists	GPR35 arrestin U2OS	AID2073	SIAH1 antagonists	GPR55 beta-arrestin	NOD1 NF-kB reporter	HIV peptide binding	KOR beta-arrestin-2
Nc1[nH]n2c(=O)cc(-c3ccccc3)nc2c1N=Nc1ccc2c(c1)OCO2	12%	-41%	19%	16%	-2%	-0.2%	18µM*	0.0%	-1.1%
CCc1sc(C(=O)N2CCC3(CC2)OCCO3)cc1Br	9%	6%	-6%	-7%	-2%	-0.1%	-18%	-0.9%	-0.5%
CCN(CC)CCN1Cc2ccccc2C1=N	-2%	21%	2%	-6%	10%	0.1%	-23%	-1.4%	-3.6%
Cn1c(O)c(C(=O)c2ccccc2Cl)c(=O)n(C)c1=O	-14%	1%	4%	18%	1%	0.3%	5%	0.6%	-6.7%
CC1CCCCN1Cc1c[nH]c2ccccc12 (stereo not drawn)	-29%	1%	2%	9%	0%	-0.2%	-4%	2.5%	2.2%
COc1cccc(CNCCc2c[nH]c3ccccc23)c1	-19%	-5%	11%	-1%	-6%	0.0%	-3%	-0.4%	3.8%
ClCCN1CCN(c2ccnc3cc(Cl)ccc23)CC1	-53%[20 µM]	-2%	10%	-3%	-3%	-0.3%	-33%	-2.1%	7.9%
O=S1(=O)CC2(N3CCOCC3)CCCCCCC21 (stereo not drawn)	-1%	3%	0%	-6%	-1%	0.0%	2%	0.8%	-3.9%
O=C1C=Cc2ccccc2C1=O	5%	4%	-7%	11%	5%	-0.1%	-39%	29%	-0.5%
N#CC(C#N)=Cc1ccc(C=C(C#N)C#N)cc1	26%	6%	-3%	19%	6%	0.2%	-4%	42%	5.7%
O[C@H]1[C@H](O)[C@@H](O)CN2CC[C@H](O)[C@H]12	-4%	2%	-13%	-6%	6%	0.2%	-28%	1.9%	0.1%
O=C(CCl)Nc1nccs1	-1%	7%	1%	-10%	2%	0.0%	8%	-1.5%	9.6%
Cc1cc(N(CCCl)CCCl)ccc1/C=N/NC(=O)c1ccco1	-24%	5%	9%	23%	-9%	0.3%	15%	-0.8%	7.3%
CC1(C)N(O)C2CCCCC2N1O (stereo not drawn)	-30%	-28%	-4%	-4%	5%	-0.3%	-5%	0.2%	15%
COc1ccc2c(c1OC)CN1CCc3cc4c(cc3C1C2)OCO4 (stereo not drawn)	-25%	-3%	-1%	?	-1%	-0.1%	-2%	1.5%	1.7%
COc1ccc(CCNCc2ccsc2)cc1OC	-20%	4%	-9%	-10%	-5%	-0.2%	-3%	3.0%	6.0%
CCCCOC(=O)C1=C(N)OC2=C(C(=O)CCC2)[C@]12C(=O)N(C)c1ccccc12	15%	3%	1%	6%	-1%	-0.1%	2%	-0.5%	-1.3%
CCOc1cc(/C=C2\C(=O)NC(=O)N(CCc3ccc(F)cc3)C2=O)ccc1O	3%	-4%	4%	1%	-1%	-0.1%	-3%	36%	.
Cc1cccn2c(=O)c3c(nc12)N1CCC(Cc2ccccc2)CC1C1(C3)C(=O)N(C)C(=O)N(C)C1=O (stereo not drawn)	3%	8%	1%	3%	-5%	0.0%	-5%	0.2%	0.0%
CCCCn1c(=O)c(C(=O)NCc2ccc(Cl)cc2)c(O)c2ccccc21	-19%[20 µM]	-3%	-4%	2%	0%	-0.2%	-5%	3.9%	4.6%
Cc1ccc(C(=O)N/C(=C\Cl)P(=O)(c2ccccc2)c2ccccc2)cc1	16%	8%	13%	-11%	4%	-0.6%	16%	-0.8%	-2.7%
Cc1cc(OCc2nn[nH]n2)c2c3c(c(=O)oc2c1)CCCC3	-23%	11%	16%	16%	-2%	-0.2%	-20%	3.9%	-8.1%
COc1ccc(N2CCN(Cc3nc4ccccc4[nH]3)CC2)cc1	-56%	-15%	-13%	1%	-6%	0.2%	7%	-0.2%	-1.8%
O=C(CCC(=O)N1C[C@H]2C[C@@H](C1)c1cccc(=O)n1C2)NCc1ccccc1	8%[20 µM]	-4%	-4%	-7%	1%	-0.2%	-29%	1.9%	-3.6%
O=C(c1cc2cc(Br)ccc2[nH]1)N1CCC2(CC1)OCCO2	5%	13%	-2%	17%	-3%	-0.1%	-36%	3.5%	0.0%
CCC(=O)c1cn(Cc2ccccc2C#N)c2ccccc12	16%	-12%	2%	-1%	3%	0.3%	8%	-1.3%	-0.1%
Cn1nccc1C(=O)NC1CCCc2c1cnn2-c1ccccc1F (stereo not drawn)	-42%	5%	-1%	5%	2%	0.0%	0.62µM*	-1.6%	12%
C=C[C@@H]1C[C@@]1(C)[C@@H](NP(=O)(c1ccccc1)c1ccccc1)c1ccccc1	25%	13%	-10%	28%	0%	-0.1%	-30%	3.2%	-0.9%
Cc1ccccc1-n1c(O)c(/C=N/NC(=O)c2ccccc2O)c(=O)[nH]c1=S	-2%	-6%	0%	-10%	-11%	-0.3%	-7%	24%	2.3%
CC(C)N1CCN(Cc2cc3c(cc2Cl)OCO3)CC1CCO (stereo not drawn)	-5%	9%	-7%	8%	0%	0.2%	0%	2.8%	-2.5%
Fc1ccc(CNC2CN3CCC2CC3)cc1 (stereo not drawn)	-42%[20 µM]	10%	2%	15%	0%	-0.3%	-3%	-0.4%	0.6%
CCOP(=O)(OCC)C(Cc1ccccc1)NC(C)=O (stereo not drawn)	15%	0%	5%	-5%	13%	0.0%	5%	0.8%	-0.5%
C=CCn1c(O)c(C(C)=NCCc2c[nH]c3ccccc23)c(=O)[nH]c1=O	-17%	-5%	-12%	-6%	2%	-0.3%	-5%	-1.4%	3.3%
CCOC(=O)C1=C(N)OC2=C(C(=O)CCC2)C12C(=O)Nc1ccccc12 (stereo not drawn)	-25%	-8%	4%	1%	-5%	-0.3%	-3%	3.2%	.
Nc1c(C(=O)NCCc2ccccc2)c2nc3ccccc3nc2n1CCN1CCOCC1	-28%	41%	-28%	13%	-3%	-0.1%	-36%	-0.5%	4.8%
CC(=O)OC1(c2ccccc2)CCN(C)CC1(C)C (stereo not drawn)	3%[20 µM]	13%	-2%	1%	7%	0.1%	-14%	-0.8%	-4.6%
CCc1cc2c(N3CCN(C)CC3)ncnc2s1	-41%	-5%	-9%	5%	12%	0.1%	-18%	1.1%	-1.0%
O=C(Cc1ccccc1)OCCN1CCCCC1	0%	-7%	8%	-2%	2%	-0.2%	-12%	1.5%	1.3%
CCCn1c(C(=O)c2ccc(OC)cc2)nc2ccccc21	-24%	11%	15%	-4%	8%	0.2%	-24%	0.9%	-6.3%
CCC(C)N1CCN(C(=O)COc2ccc3ccccc3c2)CC1 (stereo not drawn)	2%	-4%	-11%	10%	8%	-0.1%	-42%	-0.5%	-2.9%
Cc1ccc(-n2c(O)c(C=Nc3ccc(Br)cn3)c(=O)[nH]c2=O)cc1	-1%[20 µM]	-1%	1%	3%	8%	-0.1%	-37%	124%*	-1.7%
O=C1NC(=O)N(c2ccc3c(c2)OCO3)C(=O)/C1=C/c1ccc(N2CCCC2)o1	29%	26%	-13%	2%	6%	0.1%	-10%	111%*	2.3%
CC1=CC(=C2C(=O)NC(=S)NC2=O)C=C(C(F)(F)F)N1Cc1ccccc1	-43%	5%	-7%	15%	1%	0.2%	1%	19%	2.1%
Cc1cccc(OP(N)(=O)Oc2cccc(C)c2)c1	2%	-5%	-4%	-4%	0%	-0.3%	-4%	-0.6%	.
CCOC(=O)C1CCN(C(C)C(=O)c2c[nH]c3ccccc23)CC1 (stereo not drawn)	-17%	-6%	1%	5%	3%	0.0%	-6%	-0.4%	3.7%
C=CCN1C(=O)/C(=C/c2cccs2)C(=O)NC1=S	9%	17%	3%	-18%	-5%	-0.5%	63%	16%	9.0%
N#Cc1ccccc1NC(=O)CN1CC=C(c2ccccc2)CC1	-19%	-1%	-1%	8%	-5%	-0.4%	-27%	1.6%	2.4%
COc1cc2c(cc1OC)-c1c(OC)c(OC)c(OC)c3ccnc(c13)C2=O	14%	1%	-15%	2%	-3%	-0.3%	26%	0.3%	-1.0%
Cc1ccc(-n2c(C)nc3cc(Cl)ccc3c2=O)nc1	-15%	0%	-14%	-1%	0%	0.0%	-11%	1.2%	3.9%
CN(C)P(=NC(=S)c1cccn1C)(N(C)C)N(C)C	18%	7%	10%	-26%	4%	0.3%	-5%	3.4%	-3.1%

Carrying on.
SMILES	KOR beta-arrestin-1	GPR55 antagonists	GPR35 arrestin U2OS	AID2073	SIAH1 antagonists	GPR55 beta-arrestin	NOD1 NF-kB reporter	HIV peptide binding	KOR beta-arrestin-2
CC1NCCC2(O)CCCCC12 (stereo not drawn)	-10%[20 µM]	-3%	12%	1%	0%	0.5%	-20%	-0.8%	.
COc1ccc(C(=O)N2C[C@H]3C[C@@H](C2)c2cccc(=O)n2C3)cc1OC	-2%[20 µM]	-4%	-6%	28%	0%	-0.1%	-24%	-0.6%	-5.1%
CCOc1ccc(Cl)cc1CNCCc1ccccc1F	21%	-2%	-3%	-5%	-2%	-0.1%	9%	0.0%	-0.3%
CC(c1ccccc1)n1cncc1C(=O)O (stereo not drawn)	10%	12%	-6%	21%	-5%	-0.4%	-27%	-1.2%	-6.4%
CCN1CCN(C(=O)Cc2ccc(C)cc2)CC1	11%	?	1%	6%	4%	0.4%	19%	-0.8%	-3.6%
O=c1[nH]c(CCl)nc2cc(-c3ccc(F)cc3)sc12	-13%	2%	5%	13%	2%	-0.1%	13µM*	8.6%	0.5%
O=c1c2ccccc2[se]n1-c1ccccc1	-14%	37%	-6%	-108%	2%	-0.2%	-14%	-1.9%	-2.9%
CCN(CC)c1ccc(CNCCc2ccccc2F)cc1	-40%[20 µM]	-2%	2%	-7%	2%	-0.1%	-18%	-0.9%	-3.7%
Cc1nn(C2CCOC(C)(C)C2)c2c1C(c1ccc(OC(C)C)cc1)SCC(=O)N2 (stereo not drawn)	-5%	4%	-4%	-14%	2%	-0.1%	-4%	-1.5%	4.1%
O=C(Nc1cccc(Br)c1)c1ccc(Cl)c(S(=O)(=O)N2CCOCC2)c1	-5%	16%	10%	21%	-2%	1.4%	10µM*	-2.2%	-1.6%
c1ccc2c(c1)CNc1ccccc1O2	3%	-6%	2%	-3%	1%	0.3%	-9%	0.1%	-4.6%
Cc1cccc(NC(=O)OC2CN3CCC2CC3)c1 (stereo not drawn)	-11%	2%	-4%	1%	9%	0.2%	-4%	-1.1%	-5.4%
CC(=O)N1N=C2C3CCN(CC3)C2C1c1cccc2ccccc12 (stereo not drawn)	-38%	-9%	2%	-2%	-6%	-0.3%	30%	-0.2%	3.9%
